From PubChem BioAssay
NTR1 ag = agonists of NTR1, primary screen, imaging, U2OS cells, beta-arrestin-GFP, high content (AID 493036); 330,000 compounds, 0.17% hits; NTR1-U2OS beta-arrestin-GFP spot imaging, agonist mode; activation, % at 20 µM; Neurotensin receptor type 1 (Homo sapiens), P30989;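 active = activation at or above 40% of the spot to cytoplasm intensity ratio, with at least 20 cells analyzed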;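 note: 0% = DMSO without peptide and 100% = 100 nM NTR1 peptide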
Target sequence (P30989 whole entry, looked up): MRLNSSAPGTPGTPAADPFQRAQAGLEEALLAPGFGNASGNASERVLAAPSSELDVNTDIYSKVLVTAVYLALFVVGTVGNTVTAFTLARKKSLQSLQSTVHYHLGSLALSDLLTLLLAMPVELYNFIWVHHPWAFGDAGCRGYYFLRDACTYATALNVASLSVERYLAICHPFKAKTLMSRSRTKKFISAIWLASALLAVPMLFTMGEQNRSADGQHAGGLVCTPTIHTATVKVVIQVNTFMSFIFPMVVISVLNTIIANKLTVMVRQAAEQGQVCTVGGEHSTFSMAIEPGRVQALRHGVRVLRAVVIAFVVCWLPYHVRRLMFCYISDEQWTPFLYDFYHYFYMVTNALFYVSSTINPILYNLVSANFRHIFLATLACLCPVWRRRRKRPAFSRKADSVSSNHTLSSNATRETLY
Dengue-2 NS5 capping = Dengue-2 NS5 methyltransferase inhibitors, primary screen, biochemical, confirmation dose response (AID 588689). 340,000 compounds, 0.3% hits. one-dose inhibition, % at 25 µM; IC50 in µM for titrated hits. Dengue-2 NS5 methyltransferase capping enzyme assay, biochemical; higher % means a stronger effect; in the data active = a potency from the dose series
UTI89 phage lysis = inhibition of K1F phage lysis, E. coli UTI89, bacterial capsule biogenesis inhibitors, alamar blue (AID 488966) | E. coli UTI89 K1F phage lysis, alamar blue, 2 h; higher % means a stronger effect | inhibition, % at 100 µM, or IC50 in µM where a hit was titrated | 340,000 compounds, 0.02% hits;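 active = phage lysis inhibition, versus mean bacterial control, above a set limit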;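 note: capsule biogenesis inhibitors block K1F phage lysis so surviving cells raise fluorescence; higher fluorescence means more inhibition of phage lysis; actives were called in the ten point dose series up to 300 µM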
WT yeast gro inh = growth inhibition of WT strain, primary screen, mitochondrial fusion inhibitor project, WT and mutant strains, chemical genetic; mitochondrial fusion phenotypic screen; 190,000 compounds, 2.1% hits; inhibition, % at 10 µM; in the data active = inhibition above about 58%; tested in S. cerevisiae
RSV antiviral HEp-2 = RSV antiviral activity via CPE protection, HEp-2 cells, primary 10 µM value included (AID 2391). one-dose CPE inhibition, % at 10 µM; IC50 in µM for titrated hits. HEp-2 cells, RSV-induced CPE inhibition; higher % means a stronger effect. 310,000 compounds, 0.13% hits; in the data active = a potency from the dose series; note: strong numbers were not always called active
GPR35 arrestin U2OS = GPR35 antagonists blocking zaprinast-driven arrestin recruitment, primary screen, imaging, U2OS, beta-arrestin-GFP, zaprinast agonist (AID 2058); G-protein coupled receptor 35 (Homo sapiens); U2OS GPR35 beta-arrestin-GFP translocation imaging, zaprinast antagonism; higher % means a stronger effect; inhibition, % at 10 µM, or IC50 in µM where a hit was titrated; 290,000 compounds, 0.052% hits;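 active = inhibition of at least 50% with at least 30 cells and total cytoplasm GFP at most 10,000,000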
Autophagy mod = autophagy modulators in MEF cells, primary screen, imaging, high-content, MEF GFP-LC3; MEF GFP-LC3 puncta imaging; test concentration mostly 10 µM; calls only at 10 µM (by protocol); 190,000 compounds, 0.98% hits; AID 463193, 2010;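 active = percentage of spot-positive cells more than 3 SD above its plate mean, without a fluorescence outlier flag or 80% toxicity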;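 note: spot-positive cell cutoff set from DMSO-treated cells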
LYP phosphatase = inhibitors of LYP phosphatase, biochemical, fluorescence intensity, uHTS (AID 1779); Tyrosine-protein phosphatase non-receptor type 22 (Homo sapiens); recombinant LYP phosphatase, fluorescence intensity; higher % means a stronger effect; inhibition, % at 11.5 µM, or IC50 in µM where a hit was titrated; 290,000 compounds, 0.054% hits; in the data active = inhibition above about 50%;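 note: plate controls were vehicle with enzyme for no effect and no enzyme for full effect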
AID2073 = inhibitors of Mint1-CaV2.2 protein interaction, biochemical, HTRF (AID 2073) | HTRF protein-protein interaction, Mint1-CaV2.2; higher % means a stronger effect | inhibition, % at 20 µM, or IC50 in µM where a hit was titrated | 290,000 compounds, 0.19% hits | Voltage-dependent N-type calcium channel subunit alpha-1B (Homo sapiens); in the data active = inhibition mostly above about 51%, no sharp cut-off; note: some results filed as inactive read as strong as hits
WT yeast gro inh mutant strain = recorded beside WT yeast gro inh, whose call it bears; inhibition, %; mitochondrial fusion phenotypic screen, mutant strain inhibition
Autophagy mod cell loss 18 h = second read-out of Autophagy mod, no call of its own (marks repeat the call); toxicity, %; measured here: cell loss, nuclei count;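 cell loss after 18 h compound exposure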
NTR1 ag cell count 20 µM = also measured in NTR1 ag; calls as there; cell count; measured here: cell count, cytotoxicity flag
Dengue-2 NS5 capping pilot replicate = further read-out of Dengue-2 NS5 capping, marked with its call; inhibition, %; measured here: pilot screen replicate inhibition
Numbers without * were called inactive; i = inactive; · = no result given; [ ] = another dose, or the depositor's remark.

SMILES	NTR1 ag	NTR1 ag cell count 20 µM	Dengue-2 NS5 capping	UTI89 phage lysis	WT yeast gro inh	WT yeast gro inh mutant strain	RSV antiviral HEp-2	GPR35 arrestin U2OS	Autophagy mod	Autophagy mod cell loss 18 h	LYP phosphatase	AID2073	others
COc1ccccc1-c1nc(C#N)c(N2CC(C)CC(C)C2)o1 (centres undefined)	10.3	31	-6.2%	0.1%	-2.0	11.1	1.1%	-9.7%	i	-9.3	-10.2%	15.6%
C/C(=C(\C#N)C(=O)NCc1ccccc1)N(C)C	-0.2	45	1.6%	1.5%	-4.2	3.9	0.8%	0.1%	i	-12.3	-9.0%	0.1%
COc1cccc(NC(=O)CCC(=O)Nc2ccc3nc(N4CCOCC4)cc(C)c3c2)c1	-0.4	40	0.0%	-0.8%	·	·	0.6%	13.2%	·	·	-6.3%	4.0%
O=C(NNC(=O)c1cc(S(=O)(=O)N2CCCCC2)ccc1Cl)c1ccccc1O	2.1	61	-6.2%	0.3%[50 µM]	·	·	0.3%	·	·	·	·	·
CS(=O)(=O)Oc1ccc(/C=C2\C(=N)N3N=C(CC(=O)N4CCOCC4)SC3=NC2=O)cc1Cl	0.3	66	0.0%	0.1%	·	·	0.4%	-3.9%	·	·	-6.1%	6.1%
CC1CC(C)CN(S(=O)(=O)c2ccc(NC(=O)C3COc4ccccc4O3)cc2)C1 (centres undefined)	-2.1	41	-2.9%	5.4%	21.0	-3.6	11.9%	-8.9%	i	4.5	-4.8%	5.2%
Cc1nc([N+](=O)[O-])c(SCC(O)CCl)n1Cc1ccc(Cl)cc1 (centres undefined)	0.1	62	-3.6%	1.2%	10.3	1.8	0.2%	16.7%	i	0.7	-4.4%	-1.7%
C/C(CC(=O)NCC(C)C)=N\NC(=O)COc1cc(C)c(Br)cc1Br	5.1	56	19.2%	0.8%[50 µM]	13.7	11.3	4.3%	-8.2%	i	-2.7	-7.7%	-5.6%
COc1cc(CC(CC(=O)O)CC(C)OCc2ccccc2)cc(OC)c1 (centres undefined)	1.9	49	1.5%	1.8%	-16.8	-18.5	2.6%	0.7%	i	0.8	0.4%	-0.3%
O=C(O)CCCC(=O)Nc1c(F)c(F)c(F)c(F)c1F	-1.1	47	-0.6%	1.1%	1.7	3.5	0.6%	6.6%	i	-4.6	-7.6%	1.2%
COc1ccc(-c2csc(NC(C)c3nc4cc(Cl)c(N5CCCCC5)cc4n3CCCO)n2)cc1 (centres undefined)	5.0	96	-2.4%	0.3%	·	·	1.6%	·	·	·	·	·
CCN(CC)S(=O)(=O)c1ccc(N(C)Cc2cccc(OC)c2OC)nc1	1.5	48	0.0%	-0.7%	-1.8	-11.3	0.0%	15.8%	i	3.3	2.7%	9.2%
O=C(COc1ccc2c3c(c(=O)oc2c1)CCC3)N1CCN(c2ccccc2)CC1	1.3	67	-13.4%	0.4%	·	·	16.4%	3.0%	·	·	-1.5%	24.2%
COc1ccc(Cc2nnc(NC(=O)Nc3cccc(OC)c3)s2)cc1	0.6	87	-5.9%	0.3%	·	·	4.4%	-9.0%	·	·	-8.6%	18.6%
CCN(CC)S(=O)(=O)c1ccc(Cl)c(C(=O)NC(C)C(c2cccs2)N2CCCC2)c1 (centres undefined)	0.4	57	-6.0%	0.4%	-11.7	-14.1	-2.3%	2.6%	i	7.3	2.0%	8.9%
CCNC(=O)OCCC12CC3CC(CC(C3)C1)C2	·	·	-7.3%	1.0%	-1.1	7.8	1.7%	9.7%	i	-14.3	-7.1%	-1.7%
Cc1ccc(C)c(Cn2c3ccccc3c3cnn(CC(=O)NCCCN4CCCCC4)c(=O)c32)c1	6.9	60	-13.6%	-0.1%	·	·	16.3%	2.9%	·	·	-4.0%	0.2%
O=C(O)c1cnn2c1NC(c1ccc(F)cc1)CC2C(F)(F)F (centres undefined)	-2.5	47	-1.6%	2.7%	4.2	5.0	2.8%	4.5%	i	-0.1	-1.2%	28.7%
CCOC(=O)c1c(NC(=O)CCC(=O)N2CCOCC2)sc2c1CC(C)(C)OC2	7.8	35	4.0%	0.7%	-3.1	-6.8	1.7%	-9.2%	i	-4.3	-0.6%	-4.1%
COc1nc(SCC(=O)Nc2ccccc2Cl)nc(N(C)C)n1	0.4	55	-3.1%	0.4%	·	·	2.3%	4.9%	·	·	-1.3%	3.7%
COC(=O)c1ccccc1NC(=O)CSc1nccc(C)n1	-1.6	53	-4.9%	-0.5%	-2.7	-27.8	2.3%	-8.3%	i	-17.0	-8.8%	3.4%
CCNCc1cc(Br)c(OCC(=O)Nc2ccccc2)c(OC)c1	-1.0	97	-6.9%	-0.1%	-23.4	-1.0	-1.1%	2.0%	i	-12.7	-3.5%	2.6%	Dengue-2 NS5 capping pilot replicate=0.0
Cn1c(-c2ccc3nc(N)sc3c2)nc2cc(N)ccc21	-1.1	77	-4.0%	0.2%	4.7	-20.1	9.5%	-18.7%	i	-11.1	-10.1%	47.3%
CCCC(=O)Nc1nc2ccc(NC(=O)c3ccccc3F)cc2s1	-1.0	56	0.7%	1.6%	-11.1	-13.8	-2.5%	-6.7%	i	41.1	-4.1%	3.0%
Cc1onc(-c2ccccc2)c1C(=O)NCCCc1ccccc1	-2.6	85	-3.0%	0.2%[50 µM]	·	·	-0.5%	·	·	·	·	·
The results go on.
SMILES	NTR1 ag	NTR1 ag cell count 20 µM	Dengue-2 NS5 capping	UTI89 phage lysis	WT yeast gro inh	WT yeast gro inh mutant strain	RSV antiviral HEp-2	GPR35 arrestin U2OS	Autophagy mod	Autophagy mod cell loss 18 h	LYP phosphatase	AID2073	others
CCOc1ccccc1N/C=C/C(=O)C(C)(C)C	0.5	56	-1.3%	0.2%	13.4	13.4	0.5%	16.3%	i	-7.0	0.8%	8.3%
COc1ccc(C(=O)NC(=S)N(C)Cc2ccccc2)cc1Br	2.0	95	-4.1%	-0.5%	-4.7	2.2	-1.5%	-3.1%	i	-3.6	-2.0%	19.1%
CCOc1ccc(CCNC(=O)COC(=O)c2cccnc2OCC)cc1OCC	1.1	51	0.0%	0.8%	5.8	11.3	0.5%	-10.5%	i	37.5	2.2%	2.1%
c1ccc(Cc2nn[nH]n2)cc1	-0.4	39	0.0%	0.5%	-17.3	17.7	0.1%	7.2%	i	-11.8	-2.7%	-7.7%
COC(=O)C1=C(C)NC(C)=C(C(=O)OC)C1C(=O)OCc1nnc(-c2ccccc2)o1	3.2	59	2.2%	2.5%[50 µM]	·	·	-1.3%	·	·	·	·	·
CCOC(=O)COc1c(/C=N\OC)cc(Cl)cc1OC	0.3	82	-10.1%	0.3%	-2.8	-10.8	0.9%	-6.1%	i	1.3	-3.7%	8.8%
C=CCNC(=O)C1CCN(c2c([N+](=O)[O-])cc(C(F)(F)F)cc2[N+](=O)[O-])CC1	-1.4	56	2.7%	0.5%	12.0	18.5	1.7%	7.8%	i	-8.1	-9.4%	-2.8%
Cc1ccnc(N2CCC(C(=O)Nc3ccc4c(c3)CCC4)CC2)n1	2.1	69	-1.4%	1.0%	-11.9	12.7	0.0%	8.0%	i	1.7	-8.5%	-0.1%	Dengue-2 NS5 capping pilot replicate=-2.1
NC(=O)C1(C(N)=O)OC1c1ccccc1 (centres undefined)	0.4	66	0.3%	3.0%[50 µM]	·	·	-1.9%	-3.8%	·	·	-7.6%	3.5%
CCCCCc1nc2sc3c(c2c(=O)n1NC(=O)c1ccc([N+](=O)[O-])cc1)CC(C)(C)OC3	3.0	71	-7.3%	0.1%	80.1*	22.3*	15.8%	18.1%	i	-4.0	8.6%	-0.3%
CCOc1cc(/C=N/n2cnnc2)ccc1OS(=O)(=O)c1ccc(C)cc1	-1.5	67	-1.8%	-0.3%	17.9	18.4	2.5%	-7.9%	i	4.9	-1.3%	1.5%
C/C(=N\Nc1nc(C)cc(-c2ccccc2)n1)c1cccc(N)c1	0.8	60	6.2%	-0.3%	·	·	1.6%	-18.5%	·	·	1.7%	6.0%
Cc1ccc(-c2cc(C(=O)NCc3ccccn3)no2)cc1	-0.8	47	-8.8%	5.2%	-1.9	-20.2	3.5%	18.5%	i	-5.3	-8.6%	5.1%
COc1ccc(N=Nc2c(C)n[nH]c2C)cc1	-1.2	57	-2.2%	-0.8%	·	·	9.1%	-1.4%	·	·	-1.1%	10.7%
NC(=O)c1ccc(NC(=O)C2CCCO2)cc1 (centres undefined)	-1.7	62	-6.2%	1.4%	8.8	0.0	2.1%	-10.0%	i	-0.5	-5.1%	-3.6%

An excerpt from above in order of SMILES length, descending.
SMILES	NTR1 ag	NTR1 ag cell count 20 µM	Dengue-2 NS5 capping	UTI89 phage lysis	WT yeast gro inh	WT yeast gro inh mutant strain	RSV antiviral HEp-2	GPR35 arrestin U2OS	Autophagy mod	Autophagy mod cell loss 18 h	LYP phosphatase	AID2073	others
CCCCCc1nc2sc3c(c2c(=O)n1NC(=O)c1ccc([N+](=O)[O-])cc1)CC(C)(C)OC3	3.0	71	-7.3%	0.1%	80.1*	22.3*	15.8%	18.1%	i	-4.0	8.6%	-0.3%
Cc1ccc(C)c(Cn2c3ccccc3c3cnn(CC(=O)NCCCN4CCCCC4)c(=O)c32)c1	6.9	60	-13.6%	-0.1%	·	·	16.3%	2.9%	·	·	-4.0%	0.2%
O=C(NNC(=O)c1cc(S(=O)(=O)N2CCCCC2)ccc1Cl)c1ccccc1O	2.1	61	-6.2%	0.3%[50 µM]	·	·	0.3%	·	·	·	·	·
CCOc1ccc(CCNC(=O)COC(=O)c2cccnc2OCC)cc1OCC	1.1	51	0.0%	0.8%	5.8	11.3	0.5%	-10.5%	i	37.5	2.2%	2.1%
COc1ccc(Cc2nnc(NC(=O)Nc3cccc(OC)c3)s2)cc1	0.6	87	-5.9%	0.3%	·	·	4.4%	-9.0%	·	·	-8.6%	18.6%
O=C(O)c1cnn2c1NC(c1ccc(F)cc1)CC2C(F)(F)F (centres undefined)	-2.5	47	-1.6%	2.7%	4.2	5.0	2.8%	4.5%	i	-0.1	-1.2%	28.7%
CCNCc1cc(Br)c(OCC(=O)Nc2ccccc2)c(OC)c1	-1.0	97	-6.9%	-0.1%	-23.4	-1.0	-1.1%	2.0%	i	-12.7	-3.5%	2.6%	Dengue-2 NS5 capping pilot replicate=0.0
COc1nc(SCC(=O)Nc2ccccc2Cl)nc(N(C)C)n1	0.4	55	-3.1%	0.4%	·	·	2.3%	4.9%	·	·	-1.3%	3.7%
Cc1onc(-c2ccccc2)c1C(=O)NCCCc1ccccc1	-2.6	85	-3.0%	0.2%[50 µM]	·	·	-0.5%	·	·	·	·	·
COc1ccc(N=Nc2c(C)n[nH]c2C)cc1	-1.2	57	-2.2%	-0.8%	·	·	9.1%	-1.4%	·	·	-1.1%	10.7%
